Screening data: PubChem, Sanford-Burnham Center for Chemical Genomics
TAG inh: reduces triacylglycerol accumulation in H9c2 cells. inhibition, % at 12.5 µM. AID 651582. hit rate 0.66% among 230,000. Nile Red lipid (TAG) fluorescence; cells loaded with 200 µM oleic acid;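 active = pattern-corrected inhibition of lipid staining of at least 50% with the nuclear-stain viability signal not falling by more than 50%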;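 note: 0% = DMSO wells and 100% = triacsin C control wells; some results filed as inactive read as strong as hits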
TAG inh DAPI viability: recorded beside TAG inh, whose call it bears; DAPI nuclei signal change (viability), lower = more cytotoxic, %;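 whole-well DAPI fluorescence read on a plate reader as a viability signal; minus 50 percent equals half of cells still viable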
An asterisk follows results filed as active. A portion of the library. The share of hits here may be higher or lower than overall.

Every second line gives: TAG inh, TAG inh DAPI viability
1. O=C(COc1coc(CN2CCN(c3ccccc3)CC2)cc1=O)Nc1ccccc1F
 : -6, -2
2. CCNC(=O)NC(=O)C(C)Sc1ncc(C(F)(F)F)cc1Cl (configuration not stated)
 : 11, -2
3. O=C(NCc1ccc2c(c1)OCO2)C(=O)NCC1OCCCN1S(=O)(=O)c1ccc(F)cc1 (configuration not stated)
 : 9, -11
4. C=C1CCN([C@@H](Cc2ccccc2)C(=O)NC2CCN(Cc3ccccc3)CC2)S(=O)(=O)c2ccccc21
 : 11, 0
5. CC(/C=C(\NC(=O)c1ccccc1)C(=O)N=Nc1c(O)[nH]c2ccc(C)cc12)=C\c1ccccc1
 : 10, 2
6. Cc1ccc(-c2n[nH]c3c2C(c2ccccc2)N(c2ccc(C(=O)O)cc2)C3=O)cc1 (configuration not stated)
 : -12, 4
7. O=C(NCCC(=O)N1CCN(c2ncccn2)CC1)c1ccccc1
 : 11, 8
8. CCOc1ccccc1C(=O)NC(C)CCc1ccccc1 (configuration not stated)
 : -60, 4
9. CNC(=O)C1=C(C)Nc2nc3ccccc3n2C1c1ccc(F)cc1 (configuration not stated)
 : 3, 1
10. CC(=O)Nc1ccc(S(=O)(=O)NC2(C(F)(F)F)C(=O)NC(C)=C2C#N)cc1 (configuration not stated)
 : -1, -16
11. COc1ccccc1Oc1ccc2c(c1)C(=O)N(c1ccc(O)cc1)C2=O
 : 10, -3
12. CCn1cnc2c(NCCc3cccnc3)nc(C#N)nc21
 : 1, 4
13. CCN1Cc2ccccc2-c2ccccc2S1(=O)=O
 : -11, 3
14. Cc1ccc(C(=O)OCC(=O)c2c[nH]c3ccccc23)cc1NC(=O)c1ccco1
 : 5, -1
15. CN1CCN(C=Nc2nc3ccccc3nc2N2CCCC2)CC1
 : 9, 8

Filtered by structure, those above with an NH in an aromatic ring
Every second line gives: TAG inh, TAG inh DAPI viability
5. CC(/C=C(\NC(=O)c1ccccc1)C(=O)N=Nc1c(O)[nH]c2ccc(C)cc12)=C\c1ccccc1
 : 10, 2
6. Cc1ccc(-c2n[nH]c3c2C(c2ccccc2)N(c2ccc(C(=O)O)cc2)C3=O)cc1 (configuration not stated)
 : -12, 4
14. Cc1ccc(C(=O)OCC(=O)c2c[nH]c3ccccc23)cc1NC(=O)c1ccco1
 : 5, -1

Next compounds
Every second line gives: TAG inh, TAG inh DAPI viability
16. Nc1ccc2oc(=O)c3ccccc3c2c1
 : -12, -10
17. COc1ccc(-c2csc3ncnc(N4CCN(c5cccc(OC)c5)CC4)c23)cc1
 : -32, -9
18. CC(/C=C/c1ccco1)=N\NC(=O)CNc1ccc2ccccc2c1
 : 6, 3
19. Cc1nnc(SCC(=O)Nc2ccc(Cl)cn2)n1Cc1ccccc1
 : -1, -5
20. CCn1c(SCC(=O)c2ccc(CNC(C)=O)o2)nnc1-c1cccs1
 : 0, -11
21. CCN(c1ccccc1)S(=O)(=O)c1ccc(Cl)c(NC(=O)COC(=O)c2ccc[nH]c2=O)c1
 : -1, 5
22. O=C(CNS(=O)(=O)c1ccc(Br)cc1Cl)OCC(=O)c1ccc[nH]1
 : -6, -3
23. CC1(C(=O)N2CCCCC2)CCN1C(=O)Cc1ccc(-c2ccccc2)cc1 (configuration not stated)
 : 37, -10
24. CC1CCCC(NC(=O)COC(=O)c2cccnc2Cl)C1C (configuration not stated)
 : 9, -5
25. COC(=O)c1ccc(Nc2ncnc3c2cnn3-c2cccc(C)c2)cc1
 : 30, 24
26. CCCC(=O)NC(Nc1ccc(S(=O)(=O)Nc2cc(C)on2)cc1)(C(F)(F)F)C(F)(F)F
 : 13, -12
27. C=CCc1cc(/C=N/NC(=O)CSc2nnc(CCCc3ccc(OC)cc3)o2)cc(OC)c1O
 : -11, -2
28. CN(Cc1ccc(Cl)cc1)C(=O)c1ccc(S(=O)(=O)NCc2ccco2)cc1
 : -1, -2
29. Cc1cc2[nH]cnc2c([N+](=O)[O-])c1C
 : -17, 1
30. CCN1CCN(C(=O)C(C)Nc2ccc(OC)cc2OC)CC1 (configuration not stated)
 : -22, 11
31. O=C(Nc1cccc(C(=O)O)c1)/C(=C/c1ccccc1)NC(=O)c1cccc(Br)c1
 : 4, -16
32. O=C(Nc1ccncc1)c1ccc(NS(=O)(=O)c2ccc3[nH]c(=O)[nH]c3c2)cc1
 : -8, 5
33. O=C1C2C3C=CC(C2C(=O)N1C1CCCCC1)C1C(=O)N(C2CCCCC2)C(=O)C31 (configuration not stated)
 : -5, -2
34. OC(c1ccc(F)cc1)c1nc(-c2ccccc2)cs1 (configuration not stated)
 : -13, 21
35. Cc1ccc(C)c(SCC(=O)NC(=O)NC2CCCC2)c1
 : 32, -10
36. O=C(COC(=O)c1ccccn1)NC(=O)c1ccccc1
 : 11, 2
37. NC1=NC(=O)NC1(c1ccccc1)c1ccccc1
 : -4, 7
38. FC(F)(F)c1cc(Cl)c2nnc(C(F)(F)Cl)n2c1
 : 11, 3
39. CC1(C)CC(=O)C2=C(C1)N(Cc1ccco1)C(=O)C2(NC(=O)C1CCCCC1)C(F)(F)F (configuration not stated)
 : 9, -13
40. CC[C@]12c3[nH]c4ccccc4c3CCN1C(=O)C(CC(=O)NCCN1CCOCC1)C[C@@H]2C(=O)N1CCN(C(=O)c2ccco2)CC1 (some centres not stated)
 : 2, -1
41. CC1(CCc2ccccc2)NC(=O)N(CC(=O)Nc2c(F)cccc2F)C1=O (configuration not stated)
 : -2, 4
42. COc1ccc(Cl)cc1NC(=O)/C=C/C(=O)O
 : 23, -21
43. CCNc1nc(OC)nc(Oc2ccc(=O)n(-c3ccccc3)n2)n1
 : 3, -1
44. O=C(/C=C1\SC(=O)NC1=O)Nc1ccc(F)cc1
 : 25, -12
45. O=C(Nc1nnc(-c2ccncc2)o1)c1ccc(Br)s1
 : 4, -2
46. Cc1ccc(-c2nn(Cc3ccccc3)cc2/C=C/C(=O)O)cc1C
 : 5, 0
47. Cc1cccc(NC(=O)Cn2ccn(-c3ccc4c(c3)OCCO4)c(=O)c2=O)c1
 : 5, -4
48. Cc1ccnc2nc(C(=O)OCC(=O)N(C)C3CCCCC3)nn12
 : 1, -3
49. CCN(CC)c1ccc(C(=O)N/N=C(\C)c2ccc(OC)c(OC)c2)cc1
 : 4, 1
50. CN(C)S(=O)(=O)c1ccc(NC(=O)c2ccccn2)cc1
 : 25, -2
51. COc1cccc(N(CC(=O)Nc2cccnc2)S(C)(=O)=O)c1
 : -3, 4
52. CC(C)c1ccc(N(C(=O)c2csnn2)C(C(=O)NC(C)(C)C)c2cccnc2)cc1 (configuration not stated)
 : 5, -8
53. CCn1c(-c2ccc([N+](=O)[O-])cc2)n[nH]c1=S
 : 14, -6
54. CCOC(=O)CCSc1nc(C)c2cc(C)c(C)cc2n1
 : -8, -7
55. O=C(c1cccc(Cl)c1)c1nn(-c2ccccc2)c(=O)cc1C(F)(F)F
 : 16, -9
56. O=C(Nc1ccc(C(=O)N2CCCCC2)cc1)Nc1cccc(Cl)c1
 : 7, -6
57. COc1ccc(NCCc2ccccn2)cc1
 : -4, 4
58. Cc1onc(-c2ccccc2)c1NC(=O)N(CCC(=O)O)Cc1ccccc1
 : 9, -8
59. COC(=O)C1=C(C)N(Cc2ccccc2)C(=S)N[C@H]1c1ccc(Br)cc1
 : 9, 10
60. COc1ccc2nc(Nc3nc(C)c(C(C)=O)s3)sc2c1
 : -18, 5

Reprinted at random: 4 entries already listed.
Every second line gives: TAG inh, TAG inh DAPI viability
58. Cc1onc(-c2ccccc2)c1NC(=O)N(CCC(=O)O)Cc1ccccc1
 : 9, -8
46. Cc1ccc(-c2nn(Cc3ccccc3)cc2/C=C/C(=O)O)cc1C
 : 5, 0
50. CN(C)S(=O)(=O)c1ccc(NC(=O)c2ccccn2)cc1
 : 25, -2
52. CC(C)c1ccc(N(C(=O)c2csnn2)C(C(=O)NC(C)(C)C)c2cccnc2)cc1 (configuration not stated)
 : 5, -8

Next section:
Every second line gives: TAG inh, TAG inh DAPI viability
61. Cc1ccc(C(=O)CCC(=O)OCC(=O)N(C)c2c(N)n(Cc3ccccc3)c(=O)[nH]c2=O)cc1
 : -10, 3
62. COc1ccc(C(=O)N(CC2CCCO2)C(C(=O)NC2CCCC2)c2ccc(C)cc2)cc1OC (configuration not stated)
 : 9, 2
63. COc1ccc(Cl)cc1-c1nc(SCC(=O)NCCN2C(=O)CSC2=O)n[nH]1
 : 4, 7
64. Cc1ccc(NC(=O)C2CCCN2C(=O)c2cccs2)cc1C (configuration not stated)
 : 9, -7
65. COC(=O)[C@]1(Cc2ccccc2)N[C@H](CN(C)S(=O)(=O)c2ccc(-c3ccccc3)cc2)[C@@H]2C(=O)N(C)C(=O)[C@@H]21
 : -2, 1
66. CCc1ccccc1NC(=O)c1ccc2snnc2c1
 : -19, 10
67. CC(C)(C)c1ccc(C(=O)N2CCC(=O)N(C(CO)Cc3ccccc3)CC2)cc1 (configuration not stated)
 : -1, 9
68. CCc1ccc(NC(=O)CSc2ccc(-c3ccco3)nn2)cc1
 : -3, -10
69. CC(Nc1ccc(Cl)cc1)c1cc(Cl)ccc1O (configuration not stated)
 : -42, 6
70. COc1ccc(NC(=O)c2c(Cl)cnn2C)c(C)c1
 : 2, -1
71. O=C(COc1cccc2cccnc12)N/N=C1\SCC(=O)N1CCc1ccccc1
 : 0, -5
72. Cc1noc(C)c1NC(=O)Nc1ccc2c(c1)C(=O)N([C@H](C)CO)C[C@H](C)[C@@H](CN(C)C(=O)NC1CCCCC1)O2
 : -20, -3
73. CC1(C(=O)NS(=O)(=O)C2CC2)CCN(C(=O)c2ccc3ccccc3n2)C1 (configuration not stated)
 : 8, 4
74. O=C(COC(=O)c1ccc(S(=O)(=O)NCc2ccco2)cc1)NCC1CCCCC1
 : -8, 0
75. O=C(c1cc(Br)ccc1O)N1CCN(S(=O)(=O)Cc2ccccc2)CC1
 : 2, -1
76. O=C(CSc1nncn1-c1cccnc1)N1CCOCC1
 : -14, 6
77. O=C(CC(=O)c1ccccc1)c1ccccc1
 : 1, 6
78. CN1CCN(c2nc(-c3ccc(Cl)cc3)cc(=O)[nH]2)CC1
 : 4, -2
79. CC1(C)SC(=S)N(/N=C/c2ccc(O)cc2)C1N(O)C(=O)Nc1ccc([N+](=O)[O-])cc1 (configuration not stated)
 : -27, 5
80. COc1ccc2c3c(c(=O)oc2c1OCC(N)=O)CCCC3
 : 7, 5
81. COc1ccc(CC(=O)NC2CCS(=O)(=O)C2)cc1 (configuration not stated)
 : 22, -2
82. Cc1ccc(NC(=O)Cn2nc(C(=O)O)c3ccccc3c2=O)cc1S(=O)(=O)N1CCCCCC1
 : 3, 7
83. CC1=CC(=C(C#N)c2nc3ccccc3s2)C=C(C)N1c1ccc(F)cc1
 : 17, 4
84. Cn1cc(S(=O)(=O)N2CCC(Cc3ccccc3)CC2)c(=O)n(C)c1=O
 : -14, -6
85. CCn1cc(C(=O)NCc2ccc3c(c2)OCO3)c2cc(OC)c(OC)cc2c1=O
 : -2, -1
86. COc1cccc(CNC(=O)C2CCN(S(=O)(=O)c3ccc4c(c3)C(C)(C)C(=O)N4C)CC2)c1
 : -25, 10
87. CCC(C)(C(=O)NC1CCCCC1)N(Cc1ccco1)C(=O)c1ccccn1 (configuration not stated)
 : -6, -18
88. O=[N+]([O-])c1ccc(/C=C/C2=NN(c3ccccc3)C(c3ccco3)C2)o1 (configuration not stated)
 : -299, -1
89. NCCCn1cnc2ccccc21
 : -25, 0
90. c1cncc(-c2nc(NCc3ccco3)c3ccccc3n2)c1
 : 8, -4
91. O=C(CC1C(=O)N(c2ccccc2)C(=S)N1c1ccccc1)c1ccc(Br)cc1 (configuration not stated)
 : 5, 0
92. COc1ccc(NC(=O)C[C@H]2C(=O)N(c3ccccc3)C[C@@H]2CSC)cc1
 : 1, -1
93. CCSc1ccc([C@@H]2[C@H]3C(=O)N(C)C(=O)[C@H]3[C@]3(C(=O)OC)CCCCN23)cc1OC
 : 4, -52
94. O=C(CSc1nnc(-c2cccnc2)o1)Oc1ccccc1
 : 8, 2
95. O=S(=O)(NC1CCN(S(=O)(=O)c2ccc3c(c2)OCCO3)C1)c1c(F)cccc1F (configuration not stated)
 : 3, 6
96. O=C(NCCS(=O)(=O)N1CCC2(CC1)OCCO2)c1ccccc1
 : -3, 5
97. COc1cc(/C=C(\NC(C)=O)C(=O)N2CCCCC2)ccc1OC(C)=O
 : -2, 4
98. Cc1sc(NC(=O)C2=COCCO2)c(C#N)c1C
 : -6, 12
99. CC(C)CCNC(=O)C1(C)CCN1Cc1ccc2ccccc2c1 (configuration not stated)
 : -10, 7
100. CCOC(=O)CNC(=O)Nc1cc(C(C)(C)C)nn1-c1ccccc1
 : -7, 15
101. CCOc1cc(NC(=S)NCCOC)c(OCC)cc1NC(=O)c1ccco1
 : -1, 0
102. COC(=O)[C@]1(C)N[C@H](CN(C)C(=O)Nc2ccc(C)cc2)[C@@H]2C(=O)N(C)C(=O)[C@@H]21
 : 4, 9
103. CCc1ccc(NC(=O)NCc2cccnc2)cc1
 : 13, -8
104. O=C(COC(=O)c1c[nH]c(=O)[nH]c1=O)Nc1cccc([N+](=O)[O-])c1
 : 11, 2
105. COc1cc(CC(=O)OCC(=O)c2ccc(F)cc2)cc(OC)c1OC
 : -2, -2
106. O=C(COc1ccc(Br)cc1CO)Nc1ccc(S(=O)(=O)N2CCCC2)cc1
 : -38, 0
107. COCCCN(C(=O)Cc1ccc(Cl)c(Cl)c1)c1c(N)n(Cc2ccccc2)c(=O)[nH]c1=O
 : 4, -1
108. O=C(Cc1ccccc1)N/N=C/c1ccc2cccc(O)c2n1
 : 2, -9
109. O=c1[nH]c2ccc(S(=O)(=O)Nc3ccc(Cl)cc3)cc2[nH]1
 : -1, 4
110. CCN(CC)S(=O)(=O)c1ccc2c(c1)nc(CCC(=O)OCC(=O)N1CCc3ccccc31)n2C
 : 16, -11
111. Cc1ccsc1-c1nc(-c2ccccc2)c(-c2ccccc2)[nH]1
 : 24, -3
112. CCCOc1ccc(CCc2n[nH]c(=S)n2-c2ccccc2)cc1
 : -7, 1
113. Cc1cc(C)c2c(N)c(-c3nnc(SCc4ccc(Cl)cc4)n3C)sc2n1
 : 13, -3
